PLAP inhibition: inhibition of human placental alkaline phosphatase – biochemical, luminescence, HTS (AID 690) | purified PLAP, luminescent substrate; higher % means a stronger effect | inhibition, % at 20 µM; hits with a dose series show IC50 in µM | actives 0.08% (n = 96,000); in the data active = a potency from the dose series; inactive = the rest, 99 in 100 with inhibition below about 30%; note: strong numbers were not always called active
Bcl-B displacement: displacers of TR3 peptide from Bcl-B, primary screen, selectivity assay for Bfl-1 inhibitor project, biochemical, fluorescence polarization. AID 748. actives 0.11% (n = 96,000). FP displacement of FITC-TR3 peptide from Bcl-B; higher % means a stronger effect. displacement, % at 20 µM; hits with a dose series show IC50 in µM;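 active = displacement above 50% at 20 µM plus a fluorescence interference ratio under 1.5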;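 note: plate controls were wells without compound for no effect and wells lacking Bcl-B protein for full effect; a part of the inactive calls stands beside numbers as strong as those of hits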
MRP reversal: compounds reversing MRP-mediated drug resistance | H69AR cells + 2 uM doxorubicin, CellTiter-Glo, 72 h | differential viability (reversal), % at 10 µM | actives 0.04% (n = 85,000) | AID 602;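 active = viability drop by adding the cancer drug above about 55%, with treated viability meeting a 40% cutoff, limit read from the data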;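 note: viability without doxorubicin minus viability with 2 µM doxorubicin for each compound; larger differential means the compound sensitizes cells more to doxorubicin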
IL1B NFkB pot: enhances IL-1B driven NFkB nuclear translocation; HUVEC IL-1B NFkB p65 nuclear translocation imaging; activation, % at 2 µM; actives 0.3% (n = 94,000); AID 819;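 active = activation above 40%, about the mean plus 3 SD, also judged a hit on visual image review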;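 note: percent activation is computed from the nuclear over cytoplasmic p65 intensity ratio; values of inactives mirror those of a sister screen read the other way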
IL1B NFkB inh: blocks IL-1B driven NFkB nuclear translocation in HUVEC cells; HUVEC IL-1B NFkB p65 nuclear translocation imaging; inhibition, % at 2 µM; actives 0.43% (n = 94,000); AID 796;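 active = inhibition above about 30% together with a positive call from visual inspection of the well image, limit read from the data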;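 note: nuclear over cytoplasmic p65 intensity ratio measured by imaging; 0% = IL-1B stimulated DMSO wells and 100% = unstimulated DMSO wells; values of inactives mirror those of a sister screen read the other way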
MRP reversal cytotoxicity: recorded beside MRP reversal, whose call it bears; viability, %; H69AR cells, CellTiter-Glo, 72 h; measured here: cytotoxicity without doxorubicin
MRP reversal with doxorubicin: further read-out of MRP reversal, marked with its call; viability, %; measured here: viability with 2 uM doxorubicin; hits give low values
IL1B NFkB inh cell count 2 µM: further read-out of IL1B NFkB inh, marked with its call; cell count; measured here: cells passing quality filter;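 raw number of nuclei counted in each imaged well without normalization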
IL1B NFkB pot cell count 2 µM: further read-out of IL1B NFkB pot, marked with its call; cell count; measured here: cells passing quality filter
Numbers without * were called inactive; x = not tested or not shown. The list is partial; the hit share may differ from the screen's.

nr	Molecule	PLAP inhibition	Bcl-B displacement	MRP reversal	MRP reversal cytotoxicity	MRP reversal with doxorubicin	IL1B NFkB pot	IL1B NFkB pot cell count 2 µM	IL1B NFkB inh	IL1B NFkB inh cell count 2 µM
1	O=C(c1cc(Cl)c(=O)n(Cc2ccc(Cl)cc2)c1)N1CCOCC1	13%	-5%	x	x	x	2	118	-2	118
2	Cc1nccc2[nH]c(=O)c(C(=O)NC3CCCCC3C)cc12 (stereo not given)	12%	4%	-27	37	64	x	x	x	x
3	COc1ccccc1NC(=O)c1oc2ccccc2c1NC(=O)c1cc(OC)c(OC)c(OC)c1	x	x	-7	22	29	-17	80	17	80
4	O=C1CC(c2cccc(Cl)c2)Cc2nc(N3CCN(c4ccccc4)CC3)ncc21 (stereo not given)	16%	0%	11	97	87	7	141	-7	141
5	O=C(c1cc([N+](=O)[O-])ccc1N1CCCCC1)N1CCCCC1	8%	0%	x	x	x	-7	60	8	60
6	Cc1cccc(NC(=S)NC(NC(=O)c2ccco2)C(Cl)(Cl)Cl)c1 (stereo not given)	22%	-5%	12	83	71	-8	157	8	157
7	Cc1cc(C)n(C(=O)CNc2ccccc2Cl)n1	x	x	-16	108	124	8	161	-8	161
8	COc1ccccc1OCC(=O)Nc1sc2c(c1C(=O)NCC1CCCO1)CCC2 (stereo not given)	-28%	-5%	x	x	x	6	116	-6	116
9	CCOC(=O)NC1(NCc2ccccc2)Oc2ccccc2O1	11%	0%	-16	19	35	13	138	-13	138
10	O=C(O)C1CCCCC1C(=O)Nc1ccc(Cl)cc1Cl (stereo not given)	-5%	5%	0	91	91	-3	95	3	95
11	CCOC(=O)c1cc(-c2cc3ccccc3o2)nc2c1c(=O)[nH]c(=O)n2CCOC	-87%	-32%	-11	84	95	1	187	-1	187
12	COC(=O)/C(=C/Nc1ccccc1)[N+](=O)[O-]	4%	3%	-4	97	102	9	62	-9	62
13	CCCCCCOC(=O)C[N+](C)(C)CCOC1CC2CCC1(C)C2(C)C (stereo not given)	-25%	3%	x	x	x	-2	134	2	134
14	N#CC(C(=O)c1ccco1)c1ccccn1 (stereo not given)	8%	1%	-1	88	89	6	138	-6	138
15	Cc1ccc(NC(=O)C(=O)NNC(=O)c2ccccc2C)cc1Cl	-53%	-4%	x	x	x	1	140	-2	140
16	CCCC(=O)Nc1ccc(NC(=O)c2ccco2)c(OC)c1	4%	-4%	x	x	x	12	195	-12	195
17	CC(O)C1CCC2C3CC[C@H]4CC(O)CCC4(C)C3CC3(OCCO3)C12C (stereo not given in full)	-40%	-7%	x	x	x	12	176	-12	176
18	CC1CCCCC1NC(=O)C1CCN(S(=O)(=O)c2cccc3nsnc23)CC1 (stereo not given)	26%	3%	10	95	85	x	x	x	x
19	O=C(Oc1cccc2c(O)cccc12)c1ccccc1	-24%	-2%	-3	88	91	10	107	-10	107
20	CC(C)CNC(=O)CCc1c[nH]c2ccccc12	-11%	-7%	6	98	91	-10	147	10	147
21	COc1cc2c(cc1OC)CN(C(=O)NS(=O)(=O)c1ccc(C)cc1)CC2	-17%	-2%	-7	91	98	0	90	0	90
22	COc1ncnc2sc3c(c12)CCCC3	10%	0%	x	x	x	-2	114	2	114
23	NC(=O)c1ccccc1OCC(=O)NS(=O)(=O)c1ccc(Cl)cc1	0%	4%	9	97	88	-16	149	16	149
24	Cn1nc(CC(=O)Nc2cccnc2N2CCOCC2)c2ccccc2c1=O	8%	1%	0	76	75	x	x	x	x
25	O=C(c1ccccc1)C1CN(c2ccccc2)CC1c1ccc(Cl)cc1 (stereo not given)	13%	-8%	x	x	x	9	208	-9	208
26	Cc1ccc2nc(SCc3nnc(-c4ccccc4)o3)[nH]c2c1	-38%	-4%	9	93	84	6	161	-6	161
27	Cc1ccc(C(=O)C2=C(O)C(=O)N(Cc3ccccc3)C2c2cccnc2)o1 (stereo not given)	-10%	-1%	8	100	93	-10	177	10	177
28	CCC(=O)c1coc2ccc(O)cc12	x	x	2	97	96	7	131	-7	131
29	O=C(Nc1nc(-c2ccc(Cl)s2)cs1)c1ccncc1	6%	-15%	x	x	x	7	175	-7	175
30	CCc1ccc(C2C(C(=O)O)c3ccccc3C(=O)N2C)cc1 (stereo not given)	9%	-17%	0	106	106	17	148	-17	148
31	Cn1c(SCc2ccccc2)nnc1-c1c[nH]c2ccccc12	6%	2%	1	87	86	-2	188	2	188
32	O=C1CC(N2CCC(O)CC2)C(=O)N1c1ccc(Br)cc1 (stereo not given)	-18%	3%	-4	102	106	37	129	-37	129
33	O=C1NC2(CCCCC2)C(=O)N1CCS(=O)(=O)Oc1ccccc1	10%	3%	9	98	88	5	165	-5	165
34	Oc1ccc(Cl)cc1/C=N/c1nc2ccccc2[nH]1	-9%	-1%	-29	70	98	-10	119	10	119
35	O=C(NCC1CCCO1)c1cc2n(n1)C(C(F)(F)F)CC(c1ccc(F)cc1)N2 (stereo not given)	-81%	-1%	-4	92	96	x	x	x	x
36	S=C(NCCC(c1ccccc1)c1ccccc1)Nc1ccc(Cl)cc1	-1%	10%	x	x	x	2	141	-9	120
37	O=C(c1cnn2c(C(F)(F)F)cc(-c3ccc4c(c3)OCO4)nc12)N1CCCCC1	10%	-1%	-4	75	79	0	131	0	131
38	O=C(NCc1ccco1)c1ccc(CS(=O)(=O)Cc2ccc(F)cc2)o1	2%	-1%	2	88	86	-3	97	3	97
39	COc1cccc(S(=O)(=O)Nc2ccc(C(=O)N3CCN(C(=O)c4ccco4)CC3)cc2)c1	x	x	-22	44	66	16	129	-16	129
40	CCCC(C(=O)Nc1nccs1)c1ccccc1 (stereo not given)	1%	-9%	6	103	98	5	165	-5	165
41	O=C(NCCCN1CCCC1=O)Nc1ccc(Cl)cc1	x	x	x	x	x	21	177	-22	177
42	O=C(c1oc(=O)c2ccccc2c1-c1ccccc1)N1CCOCC1	6%	-5%	-19	98	118	-1	109	1	109
43	COc1ccc(C2(O)CCN(CC(=O)Nc3nccs3)CC2)c(OC)c1	-142%	9%	-1	91	92	24	118	-24	118
44	O=C(NCCc1ccccc1)c1ncn[nH]1	-15%	-2%	-6	97	103	2	137	-2	137
45	CCCC(=O)N1CCN(c2ccc(NC(=O)c3sc4ccccc4c3Cl)cc2)CC1	0%	-1%	x	x	x	5	160	-5	160
46	N=c1n(Cc2ccccc2)c2ccccc2n1CC(O)c1ccccc1 (stereo not given)	-26%	0%	-22	38	60	21	163	-21	163
47	Cn1c(NC(=O)C2CC2)cc(=O)n(C)c1=O	1%	15%	3	94	92	-7	156	7	156
48	Cc1cc(C)n(C(=O)c2nn(C)c(C)c2[N+](=O)[O-])n1	x	x	4	98	94	-10	110	10	110
49	CC1(C)c2ccccc2N2CC(=O)N(CC(N)=O)C21C (stereo not given)	7%	-38%	1	92	91	-11	185	11	185
50	CCCCS(=O)(=O)Nc1ccc2ncn(C)c(=O)c2c1	5%	1%	-4	97	100	3	26	-3	26
51	Cc1nnc(SCCCn2c(N3CCCCC3)nc3c2c(=O)[nH]c(=O)n3C)s1	-22%	2%	12	91	79	10	140	-10	140
52	COc1cc(C)c(C(N)=O)c(OC)n1	4%	2%	6	105	99	x	x	x	x
53	Nc1nc(Br)c2c(F)cccc2c1-c1ccccc1	-17%	10%	x	x	x	9	129	-10	129
54	O=C(NCCCCNC(=O)C1CCCC1)C1CCCC1	-26%	-8%	1	91	91	20	180	-20	180
55	CCOC(=O)C(C(=O)OCC)N(C#N)c1nc(C)cc(C)n1	-24%	29%	x	x	x	-2	130	2	130
56	CCOC(=O)c1c2c(n(C)c1COC)C(=O)C(=O)c1ccc(Br)cc1-2	x	x	0	1	2	2	144	-2	144
57	Nc1n[nH]c(-c2ccccc2)c1-c1ccccc1	-26%	-1%	6	98	92	-16	119	16	119
58	CN(C)C(CNc1nnnn1-c1ccccc1)c1ccco1 (stereo not given)	11%	-6%	-1	74	75	3	171	-2	171
59	Cc1csc(NC(=O)C2CCCN2C(=O)Oc2ccccc2)n1 (stereo not given)	8%	-5%	-16	98	114	x	x	x	x
60	Cc1nn2cnc3sc4c(c3c2nc1=O)CCCC4	x	x	x	x	x	0	179	0	179

(list continues)
nr	Molecule	PLAP inhibition	Bcl-B displacement	MRP reversal	MRP reversal cytotoxicity	MRP reversal with doxorubicin	IL1B NFkB pot	IL1B NFkB pot cell count 2 µM	IL1B NFkB inh	IL1B NFkB inh cell count 2 µM
61	CCc1c(-c2ccccc2)nc(N)c(C#N)c1-c1cccs1	2%	3%	-20	36	56	12	162	-12	162
62	COc1ccc(NC(=O)NC(C(F)(F)F)C(F)(F)F)cc1	-1%	-3%	6	98	91	-2	115	2	115
63	Cc1ccc(C(=O)N/N=C/c2sc(=O)n(Cc3cccc(C(=O)O)c3)c2Cl)cc1	1%	-7%	-6	87	93	9	159	-9	159
64	COc1ccc(C(CNC(=O)COc2ccccc2C#N)N2CCOCC2)cc1 (stereo not given)	-47%	-1%	9	87	78	18	98	-18	98
65	CCn1c(SCC(=O)Nc2nc(C)c(C)s2)nnc1-c1cccnc1	-2%	6%	27	89	61	-2	184	2	184
66	CC1CCCCC1NS(=O)(=O)c1ccc(-n2cnnn2)cc1 (stereo not given)	4%	-14%	0	96	95	0	197	0	197
67	N#CCCN(C(=O)CSc1ccc2c(c1)OCCO2)c1ccc(F)cc1	6%	8%	20	103	83	3	175	-3	175
68	Cc1ccc(-n2c(SCC(=O)NCc3ccco3)nnc2-c2cccnc2)cc1	x	x	18	86	68	-5	131	5	131
69	CCCNC(=O)Cn1cccc1C(=O)c1ccccc1	-9%	-9%	-2	85	87	-8	97	8	97
70	CCOc1ccc2nc(NC(=O)C3CCCN(S(=O)(=O)c4cccs4)C3)sc2c1 (stereo not given)	7%	-11%	-23	51	75	0	190	0	190
71	COc1cc(NC(=O)c2ccco2)c(OC)cc1NC(=O)Nc1cccc(Cl)c1	19%	7%	-27	47	74	21	82	-21	82
72	CCCSC1=N/C(=C\c2ccsc2)C(=O)S1	3%	-3%	x	x	x	19	193	-19	193
73	CSc1nnc(-c2ccccc2N=Cc2c(C)[nH]n(-c3ccc4ccccc4c3)c2=O)c(=O)[nH]1	-10%	-11%	x	x	x	-11	167	11	167
74	O=C(CS(=O)CC(=O)N(c1ccccc1)C(C(=O)NC1CCCC1)c1cccs1)Nc1ccc(F)cc1 (stereo not given)	13%	-2%	x	x	x	-2	140	2	140
75	O=C(c1ccc(Cl)cc1Cl)c1ncc(C(F)(F)F)cc1Cl	19%	4%	x	x	x	14	126	-14	126
76	COc1ccc(C(=O)C(CO)Oc2ccccc2OC)cc1OC (stereo not given)	-15%	-10%	x	x	x	0	190	0	190
77	COc1cc(C2C3C(=O)N(c4ccc(F)cc4)C(=O)C3ON2c2ccccc2)ccc1O (stereo not given)	-6%	10%	-6	82	88	x	x	x	x
78	COC(=O)COc1ccc(S(=O)(=O)NCC2CCCO2)cc1Cl (stereo not given)	-3%	-5%	-12	94	106	15	92	-15	92
79	O=c1oc2ccccc2nc1/C=C(O)/C=C\c1ccccc1	35%	-12%	x	x	x	4	145	-4	145
80	COc1ccc(-c2nc(C#N)c(N3CC(C)OC(C)C3)o2)cc1OC (stereo not given)	x	x	1	83	82	-7	96	7	96

Full records from above.
Record of `O=C(NCCc1ccccc1)c1ncn[nH]1` = PLAP inhibition: -15%; Bcl-B displacement: -2%; MRP reversal: -6; MRP reversal cytotoxicity: 97; MRP reversal with doxorubicin: 103; IL1B NFkB pot: 2; IL1B NFkB pot cell count 2 µM: 137; IL1B NFkB inh: -2; IL1B NFkB inh cell count 2 µM: 137
Record of `Nc1nc(Br)c2c(F)cccc2c1-c1ccccc1` = PLAP inhibition: -17%; Bcl-B displacement: 10%; MRP reversal: x; MRP reversal cytotoxicity: x; MRP reversal with doxorubicin: x; IL1B NFkB pot: 9; IL1B NFkB pot cell count 2 µM: 129; IL1B NFkB inh: -10; IL1B NFkB inh cell count 2 µM: 129
Record of `O=C(NCC1CCCO1)c1cc2n(n1)C(C(F)(F)F)CC(c1ccc(F)cc1)N2` (stereo not given) = PLAP inhibition: -81%; Bcl-B displacement: -1%; MRP reversal: -4; MRP reversal cytotoxicity: 92; MRP reversal with doxorubicin: 96; IL1B NFkB pot: x; IL1B NFkB pot cell count 2 µM: x; IL1B NFkB inh: x; IL1B NFkB inh cell count 2 µM: x

Screening data as filed in PubChem BioAssay.
